# Source: PubChem (Fisher Drug Discovery Resource Center)
# hcGAS inh – Primary biochemical luminescence assay for human cyclic GMP-AMP synthase inhibitors; recombinant h-cGAS, ATP depletion, Kinase-Glo luminescence; inhibition, % at 12.5 µM; 290,000 tested, 0.081% active; AID 1259398, 2018;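 also: 0% = vehicle reaction and 100% = reaction without DNA for no activity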
# Target sequence (Q8N884 whole entry, looked up): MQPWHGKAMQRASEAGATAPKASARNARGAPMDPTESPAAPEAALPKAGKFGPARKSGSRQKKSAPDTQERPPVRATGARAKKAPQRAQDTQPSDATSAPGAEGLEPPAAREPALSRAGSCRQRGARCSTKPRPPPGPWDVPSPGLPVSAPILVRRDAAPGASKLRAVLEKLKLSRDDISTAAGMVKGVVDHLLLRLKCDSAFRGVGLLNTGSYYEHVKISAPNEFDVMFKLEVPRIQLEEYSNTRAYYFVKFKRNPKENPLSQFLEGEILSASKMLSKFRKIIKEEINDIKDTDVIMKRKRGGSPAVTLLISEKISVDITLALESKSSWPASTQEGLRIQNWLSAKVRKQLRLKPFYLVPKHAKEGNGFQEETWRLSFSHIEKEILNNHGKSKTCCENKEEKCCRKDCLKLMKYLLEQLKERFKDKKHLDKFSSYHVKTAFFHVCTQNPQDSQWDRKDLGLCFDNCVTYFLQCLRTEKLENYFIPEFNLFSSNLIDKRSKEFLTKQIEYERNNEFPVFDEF
# NPYLR7 agonist – agonists of mosquito NPYLR7 receptor, primary screen, cell-based, Aedes aegypti, calcium fluorescence, mosquito biting behavior; Aedes aegypti neuropeptide Y-like receptor 7 (NPYLR7); HEK293T NPYLR7/Galpha15, GCaMP6s calcium fluorescence; activation, % at 10 µM; 270,000 tested, 0.15% active; AID 1259423, 2018; in the data active = activation above about 40%;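 also: 0% = vehicle and 100% = reference agonist at the receptor; some compounds past the cut are filed as inactive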
# mcGAS lum – cyclic GMP-AMP synthase inhibitors, mouse, primary biochemical chemiluminescence; Q8C6L5; recombinant cGAS, Kinase-Glo ATP depletion luminescence; inhibition, % at 12.5 µM; 160,000 tested, 0.15% active;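 also: 0% = negative control wells and 100% = reference inhibitor with no enzyme activity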
# Starred values were filed as active, the others as inactive; · = not tested or not shown; & = joins results of further samples. Rule as the data show it, unless noted: active = inhibition above about 40%; inactive = the rest.
no.	molecule	hcGAS inh	NPYLR7 agonist	mcGAS lum
1	Cc1ccsc1CN(Cc1ccc(F)cc1)C(=O)CN(C(=O)Nc1c(Cl)cccc1Cl)C(C)C	-4.3	-3.8	-4.1
2	C=CCNc1nnc(-c2ccc(Cl)cc2)s1	-7.0	20.1	-4.2
3	Cc1cnc2c(c1N1CCC(C(N)=O)CC1)c(=O)n(C)c(=O)n2C	-5.0	5.8	·
4	Cc1ccc(OCC(O)CN2CCN(CC(O)COC(C)C)CC2)c(C(C)(C)C)c1 (centres undefined)	4.7	0.0	·
5	CCC(=O)Nc1ccc(NC(=O)C2CSc3ccccc32)cc1 (centres undefined)	-5.7	-0.4	·
6	COc1ccccc1/C=C1N=C(/C=C/c2cccc(Cl)c2Cl)OC\1=O	0.5	-1.0	·
7	Cc1nn(C)c(Cl)c1CN1CCCC(CCC(=O)N2CCN(C)CC2)C1 (centres undefined)	-3.7	5.1	·
8	Cc1nccc(-c2cccc(NC(=O)c3ccc(-n4nc(-c5cccc(C(F)(F)F)c5)cc4N)cc3)c2)n1	-8.4	-8.0	-5.1
9	CCOC(=O)c1nn(-c2ccc(F)cc2)c(Oc2ccc(N)cc2S(=O)(=O)NC2CC2)c1C	-4.1	20.4	·
10	Cc1[nH]ncc1CNC1CCCCC1C(F)(F)F (centres undefined)	0.9	-5.0	·
11	CCCN(CCc1c[nH]c2ccc(NC(=O)c3cc(Cl)cc(Cl)c3)cc12)CC1CC1	4.9	7.4	-0.3
12	Cc1nsc(NC(=O)NC2CCCN(C)C2)n1 (centres undefined)	-8.1	·	-6.2
13	COc1ccc2c(c1)-c1c(sn(-c3ccccc3)c1=S)C(C)(C)N2	-4.8	3.3	·
14	Cc1cc(C(=O)CSc2n[nH]c(-c3cccs3)n2)c(C)n1-c1nccs1	-8.7	2.2	2.7
15	Cc1cccc(-n2c(CNC(=O)c3cccc4ccccc34)n[nH]c2=S)c1	-6.5	-5.5	-7.5
16	CC(=O)NC1(C(F)(F)F)N=C(c2ccc(C)cc2)NC1=O (centres undefined)	-8.2	10.8	·
17	O=C(C1CCN(Cc2cnc3ccccn23)CC1)N1CCCC(O)C1 (centres undefined)	-8.2	0.4	·
18	COc1cccc(Cn2c3c(cc(-c4ccncc4)c2=O)CN(C(=O)C(C)N2CCOCC2)CC3)c1 (centres undefined)	-6.1	7.9	-14.9
19	COc1cccc(CSc2nnc(C(C)NC(=O)NC(C)(C)C)n2-c2ccc(C)cc2)c1 (centres undefined)	-4.4	10.1	-3.1
20	O=C(c1ccc(OC2CCN(C(=O)C3CC3)CC2)cc1)N(CCO)Cc1ccccc1	-1.9	8.5	·
21	CCOC(=O)c1c(NC(=O)c2cccs2)sc(C(=O)Nc2cc(C(F)(F)F)ccc2Cl)c1C	0.0	-5.6	·
22	c1ccc(COc2nsnc2N2CCOCC2)cc1	-6.5	7.6	·
23	O=C(NC(CCn1cncn1)c1ccccc1)c1cc(COc2ccccc2)on1 (centres undefined)	-0.9	0.8	·
24	CCOC(=O)c1nc2ccccc2nc1N1CCN(C(=O)COC(C)=O)CC1	-3.8	10.0	-2.5

# Given field by field: 4 of the compounds above
[15] Cc1cccc(-n2c(CNC(=O)c3cccc4ccccc34)n[nH]c2=S)c1
  hcGAS inh: -6.5
  NPYLR7 agonist: -5.5
  mcGAS lum: -7.5
[16] CC(=O)NC1(C(F)(F)F)N=C(c2ccc(C)cc2)NC1=O (centres undefined)
  hcGAS inh: -8.2
  NPYLR7 agonist: 10.8
  mcGAS lum: ·
[17] O=C(C1CCN(Cc2cnc3ccccn23)CC1)N1CCCC(O)C1 (centres undefined)
  hcGAS inh: -8.2
  NPYLR7 agonist: 0.4
  mcGAS lum: ·
[18] COc1cccc(Cn2c3c(cc(-c4ccncc4)c2=O)CN(C(=O)C(C)N2CCOCC2)CC3)c1 (centres undefined)
  hcGAS inh: -6.1
  NPYLR7 agonist: 7.9
  mcGAS lum: -14.9

# The list continues.
no.	molecule	hcGAS inh	NPYLR7 agonist	mcGAS lum
25	Cc1ccccc1CC(C)NC(=O)C1CCN(c2ncccn2)CC1 (centres undefined)	-2.6	3.6	·
26	CN1CCN(c2c(S(=O)(=O)c3ccc(Cl)cc3)cnc3ccc(F)cc23)CC1	-6.7	7.5	-4.8
27	CCNC(=S)N1CCc2cc(OC)c(OC)cc2C1CNC(=O)C1CCCC1 (centres undefined)	-4.2	·	-9.9
28	O=c1cc(CSc2ncn[nH]2)nc2ccc(Br)cn12	-3.4	11.6	-7.8
29	CCNC(=O)c1cccc(CNC(=O)C(C)(O)Cc2ccccc2)c1 (centres undefined)	-6.1	0.2	-13.4
30	O=C(C1=CCCC1)N1CCCC(Nc2ccc3c(c2)OCCO3)C1 (centres undefined)	-5.5	10.8	·
31	COc1ccc(OC)c(C2CCCN2C(=O)CSc2nncn2-c2ccccc2OC)c1 (centres undefined)	-0.1	2.8	-7.5
32	CCOC(=O)[C@@H]1[C@@H](OC)C(=O)N(C)C12CCN(C(=O)C1CC1)CC2	-4.2	17.7	-5.1
33	C=CCSc1nc(N2CCOCC2)c2c(c1C#N)CCCC2	-5.8	2.0	-2.3
34	COc1ccc(Nc2oc(-c3ccc(COc4ccc(OC)cc4)o3)nc2C#N)cc1	-9.8	1.5	-9.2
35	O=C(c1ccc2c(c1)OCCO2)N(Cc1cccnc1)c1nc2ccc(Cl)cc2s1	-5.7	-4.9	-7.5
36	Clc1ccccc1Nc1cc2c(cn1)ncn2CC1CC1	3.5	0.2	-0.4
37	Cc1nc2ncnn2c(N2CCN(C(=O)c3c(-c4c(Cl)cccc4Cl)noc3C)CC2)c1Cc1ccccc1	3.7	·	-2.6
38	COc1ccc(OC2CCN(C3CCCC3)CC2)c(C(=O)NC(C)Cc2cnccn2)c1 (centres undefined)	0.3	-0.6	·
39	O=C1CCC(C(=O)N2CCC(Cn3cccn3)CC2)CN1CCCN1CCOCC1 (centres undefined)	-6.5	21.2	·
40	COc1cccc(-c2nc3nc(C)cc(C)n3c2NC2CCCCC2)c1	-3.0	24.6	-7.0
41	OC1CCCN(c2ccnc(NCC3CCOCC3)n2)C1 (centres undefined)	-0.8	·	-2.4
42	CNC(=O)C(C)S(=O)(=O)Cc1cc(C)ccc1C (centres undefined)	7.1	1.3	·
43	COc1ccc(CC2CN(C(=O)CCc3ccncc3)CCO2)cc1 (centres undefined)	-11.9	2.9	·
44	CCCCc1ccc(-c2ccc(-n3cncc3C(=O)NCc3ccccc3Br)cc2)cc1	-5.1	0.2	-6.2
45	O=C(CC(c1ccc(Cl)c(Cl)c1)c1c[nH]c2ccccc12)NCCc1ccc(Cl)cc1Cl (centres undefined)	-10.2	12.0	-5.6
46	CCN(CC)CCNC(=O)c1ccc(-c2cc(-c3ccc(Cl)cc3Cl)[nH]n2)cc1	-6.5	4.0	-4.3
47	COc1ccc(S(=O)(=O)N2CCCC(C)C2)cc1N1CCN(C(=O)c2ccc(Cl)c(Cl)c2)CC1 (centres undefined)	-4.0	21.5	-5.9
48	CC(=O)N(c1cccc(Cl)c1)c1nc(COC(=O)c2cnn(C)c2C)cs1	-4.4	2.7	-8.0
49	O=C(NCc1cccnc1)c1cc(=O)c(OCc2ccc(F)cc2)co1	-9.6	-0.9	·
50	CC(Oc1ccccc1F)c1n[nH]c(=S)o1 (centres undefined)	-0.3	4.7	·
51	CC1(Cc2ccc(C(F)(F)F)nc2)C(=O)Nc2ccc(-c3ccc(F)c(Cl)c3)cc21 (centres undefined)	3.8	-3.0	1.9
52	C=CCNCc1csc(COc2c(OC)cccc2OC)n1	-1.1	32.3	·
53	CCCc1nnc(-c2cc3ccccc3n2CC(=O)Nc2ccc(C(N)=O)cc2)o1	-1.9	-5.3	-6.6
54	CN(C)CC1(O)CCCN(c2nnnn2-c2ccccc2)CC1 (centres undefined)	-5.2	3.7	-8.1
55	O=C1CCC2(CCN1)CCN(C(=O)C/C=C/c1ccccc1)CC2	-3.0	32.8	·
56	O=C(CCc1ncc(-c2ccc(Cl)cc2)o1)N1CCN(S(=O)(=O)c2ccccc2)CC1	-4.4	-5.4	·
57	Cc1ccc(C)c(-n2cc(CN(C)Cc3cn(C)nc3C)c(-c3ccccc3)n2)c1	-5.8	1.8	-6.4
58	CCn1cc(CNC(=O)c2ccc(OC3CCN(S(=O)(=O)N(C)C)CC3)cc2)cn1	-0.6	1.7	-7.9
59	CCOCCN1CCN(C(C)C(=O)Nc2cc(C)on2)CC1 (centres undefined)	-9.3	5.2	·
60	CC(=O)N1CCN(c2ncnc3c2nnn3-c2cccc(F)c2)CC1	-5.2	-10.4	-9.4
61	C=CC(C)(O)CN(Cc1c(-c2ccccc2)nn(C)c1Oc1ccccc1F)CC1CC1 (centres undefined)	2.8	-3.0	·
62	CCNC(=O)Cc1ccc(-n2nc(C(=O)O)c3ccccc32)cc1	-8.0	-0.6	·
63	C=CCOn1c(=O)c(-c2ccc(F)cc2)[n+]([O-])c2ccccc21	3.5	-3.1	·
64	CCCC(=O)N1CCC1(C)C(=O)Nc1cc(C)ccc1C (centres undefined)	-0.6	-5.3	0.7
65	FC(F)(F)c1cccc(-n2nnc(-c3ccccc3)n2)c1	-5.5	-12.1	·
66	CCOC(=O)c1cnn(-c2cc(=O)n(C)c3ccccc23)c1CN(C)C(C)c1c(C)n[nH]c1C (centres undefined)	0.7	4.1	·
67	Cc1ccc2c(c1)CCCN2C(=O)c1sc2ccc3ccccc3c2c1Cl	-8.5	-6.1	-6.5
68	CCOC(=O)c1[nH]c(C)c(C(=O)C(C)N(CCOC)C(=O)c2cccc(Cl)c2)c1C (centres undefined)	-3.6	1.0	-3.3
69	CCOC(=O)N1CCN(C(c2cccc(OC)c2)C2Sc3nc(-c4ccco4)nn3C2=O)CC1 (centres undefined)	-5.3	1.5	-7.7
70	CN(Cc1sc2ccccc2c1Cl)C(=O)CC1NC(=O)NC1=O (centres undefined)	-1.2	5.1	-9.1
71	Cc1nc(N)nc(OCC(F)(F)C(F)F)c1Br	-4.0	39.0	-7.8
72	COc1nc(-c2ccc(C(F)(F)F)cc2)n(-c2ccc(N)cc2)n1	-7.2	-1.7	-7.0
73	Cc1nc2cc(OCc3nc(C(=O)N4CCSCC4)co3)ccc2s1	-1.6	2.6	·
74	C=CCN1C(=O)NC(c2cccc(Cl)c2)C2=C1CN(CC(=O)NCC1CCCO1)C2=O (centres undefined)	-8.3	0.4	-3.2
75	CC(=O)N1CCN(c2cc(Oc3cc(C)ccc3F)ncn2)CC1	5.4	-2.1	-0.4
76	N#CCCNC(=O)c1cc(N2CCOCC2)nc2ccccc12	-6.6	4.7	-6.2
77	COc1cccc(NC(=O)Nc2ccc(-n3nc(OCC(C)C)nc3-c3ccc4c(c3)OCO4)cc2)c1	-5.9	18.5	-4.2
78	CCC1Oc2ccc(N)cc2CN(Cc2cccc(C(F)(F)F)c2)C1=O (centres undefined)	-6.4	26.5	·
79	CCCC1=NN(C(C)=O)C(C(=O)N2CCC(C)CC(C)(C)C2)O1 (centres undefined)	12.5	14.1	·
80	COCC(C)NC(=O)NCCc1cccc(OC)c1O (centres undefined)	-4.3	7.0	·
81	Cc1ccc(C(=O)N2CCn3c(nnc3C(=O)N(C)C)C2)cc1	-5.1	4.6	·
82	CCc1ccc(CN(C)Cc2cnc(S(=O)(=O)CC)n2Cc2ccccc2)nc1	-2.2	7.1	·
83	Cc1nc2sc(C)c(C)c2c(=O)[nH]1	-4.3	0.4	·
84	CC(NC(=O)C1Cc2cc(Cl)ccc2O1)c1ccc(F)c(F)c1 (centres undefined)	-16.0	-0.5	·

# The listing continues.
no.	molecule	hcGAS inh	NPYLR7 agonist	mcGAS lum
85	C=CCN1CCC2(CCC1=O)CN(c1noc(C3CC3)n1)CCN2C (centres undefined)	-5.7	·	-6.3
86	COc1ncccc1N(C)C(=O)c1cnc(Cc2ccccc2)s1	-4.6	8.0	·
87	O=C(Oc1cccc2ccccc12)c1ccc(OC(F)F)cc1	3.7	1.9	-3.6
88	CC1(C)C[C@H]2C[C@@H](O)[C@H](Nc3ccccn3)[C@]2(O)CO1	1.1	-0.4	7.7
89	Cc1nn(CC(=O)NC2CC2)c(C)c1S(=O)(=O)NC(C)(C)C	-9.1	-1.3	·
90	CN(Cc1cc(-c2cccnc2)no1)C(=O)C(=O)c1ccco1	1.7	0.7	1.9
91	CC(=O)NCCCSCc1nnc(-c2ccccc2Cl)o1	-3.1	0.5	·
92	Fc1ccc(CSc2nccn3nc(-c4ccc(F)cc4)cc23)cc1	3.9	7.4	-1.9
93	Cc1ncsc1CCCNC(=O)c1cnn2c1CCCC2	-3.7	4.3	·
94	O=C(Nc1ccc(F)c(Cl)c1)N1CCSC1c1cccc(OCc2ccccc2)c1 (centres undefined)	-2.4	19.6	-3.6
95	CCOc1cccc2cc(C(N)=O)c(=Nc3cccc(C)c3)oc12	-2.1	0.7	-1.3
96	COc1ccc(-n2c(-c3ccccc3)cc(C(=O)N3CCN(C(=O)c4ccc(Cl)cc4Cl)CC3)c2C)cc1OC	-6.8	·	-4.9
97	COC(=O)C1=C(C)OC(=N)C(C#N)C1c1cccnc1 (centres undefined)	1.0	3.5	4.2
98	N#CCOc1ccc(CNc2ncc(Br)cn2)cc1	-3.7&-8.3	0.8&12.6	-16.8
99	COCc1noc(-c2ccc(N3CCC(COC)C3)nc2)n1 (centres undefined)	-12.5	3.3	·
100	COc1ccc2oc(=Nc3ccccc3F)c(-c3nc4ccccc4[nH]3)cc2c1	-3.7	-4.0	-2.8
101	CCOC(=O)C(c1cc(OC)ccc1OC)C1C=CC(NC(=O)/C=C/c2ccccc2Cl)C1 (centres undefined)	-8.1	24.8	-6.0
